# AT treatment = potential ataxia-telangiectasia treatments restoring KAP-1 phosphorylation; […] A-T fibroblasts, KAP-1 phosphorylation AlphaLISA; neocarzinostatin DNA damage 30 min before lysis; Potency, µM (series often up to 57.5 µM), for inactives: at the top dose activation, actives largely listed as activators; 320,000 tested, 0.19% active; AID 485349; further: potency means the concentration at half of the fitted maximal effect; % of control where 0% means no effect; nearly all actives have a fitted effect of over 45% in size
#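 ATM-like activity read as KAP-1 phosphorylation via AlphaLISA donor/acceptor antibody pairs after lysis and 6 hr at 25C. Cells were ATM-null patient fibroblasts ([…], hTERT), dosed 60 min, then exposed to the DSB inducer NCS for 30 min.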
# Coupling enz = inhibits coupling enzyme system, counter-screen for aldolase hits | coupling enzyme system counterscreen, AmpLite Red fluorescence | activity change, negative = inhibition, % at 58.2 µM, hits read low | 290,000 tested, 0.67% active | AID 2472; in the data active means activity change below about -30%; further: on the % scale 0 is the no-effect control and ±100 the full control effect
#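 Counterscreen lacking aldolase: glyceraldehyde-3-phosphate coupling-enzyme reagent preincubated 10 min at RT with compound (at 57.5 uM final), then substrate/coupling system with AmpLite Red added; fluorescence read at 525/598 nm after 20 min RT.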
# hERG WT inh = inhibitors of human wildtype KCNH2 potassium channel; activity change, % at 1.84 µM; 340,000 tested, 0.37% active; U2OS, BacMam KCNH2, thallium flux FluxOr; active compounds read low;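 active means maximum activity change below -70%; inconclusive means maximum activity change between -70% and -50%; inactive means maximum activity change above -50%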; further: on the % scale 0 is the no-effect control and ±100 the full control effect
#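 U2OS cells were transduced with wild-type KCNH2 virus (2.03 x 10^8 / mL) for 4 h at room temperature, then cultured overnight at 37 C. Thallium flux was read with FluxOr dye. Rate constants were normalized to DMSO controls.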
# MBNL1-CUG inh = blocks human MBNL1 binding to CUG repeat RNA; 280,000 tested, 0.036% active; AID 2675; Potency, µM (top dose mostly 57.5 µM), inactives show at the highest dose activity change, negative = inhibition, actives largely listed as inhibitors; TR-FRET MBNL1-His/biotin-(CUG)12 binding, 665/545 ratio; Q9NR56; active means well fitted inhibition curve with a large enough effect in the signal ratio, with a control signal flat, not every such curve was filed as active; inconclusive means small, poorly fitted or top-dose-only effect, or effect the other way, or a change in a side signal; inactive means no such curve, though single readings can be large or run the other way; the % refers to the signal ratio; further: potency means the concentration at half of the fitted maximal effect; on the % scale 0 is the no-effect control and ±100 the full control effect
#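 Compound titration spanned 92 nM–58 uM against the MBNL1-His/biotin-(CUG)12 complex. After 60 min at room temperature with 5 nM streptavidin-XL665 and 0.055 ng/ul terbium anti-His, ratiometric 665/545 nm emission (Ex 340 nm) normalized to controls.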
# KCNH2 3.1 block = inhibitors of human KCNH2 3.1 potassium channel isoform; AID 720553; 340,000 tested, 0.95% active; U2OS KCNH2 3.1, thallium flux FluxOr; active compounds read low; activity change, % (tested at about 1.8 µM);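 active means maximum activity change below -70%; inconclusive means maximum activity change from -70% to -50%; inactive means maximum activity change above -50%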;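 further: thallium influx rate constant from kinetic fluorescence after stimulation buffer; on the % scale 0 is the no-effect control and ±100 the full control effect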
#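 Thallium flux via FluxOr fluorescence (Red40 quencher, 45 min loading) in U2OS cells virally expressing the KCNH2 3.1 isoform (1.77 x 10^8 /mL virus, overnight at 37 C). Rate constants from 2-min kinetic reads post-stimulation, normalised to positive and negative controls.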
# Integrin act MD = activates integrin-mediated alleviation for muscular dystrophy. 350,000 tested, 0.064% active. alpha7betagal myoblasts, beta-gal FDG fluorescence, 48 h. Potency, µM (top dose mostly 38.3 µM), without a hit: at the highest dose activation, usual class: activators;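 further: potency means the concentration at half of the fitted maximal effect; 100% = response of the positive control SU9516; nearly all actives have a fitted effect of over 60% in size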
#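 alpha7betagal+/- myoblasts (passage 13, 250/well) treated 48 h at 37C with compounds at 1:260 dilution of DMSO stock. Lysed, then beta-galactosidase activity read as FDG fluorescence (ex 480/em 540) after 30 min, with pre-read for autofluorescence.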
# TRPV1 agonist = activates the human vanilloid receptor TRPV1; Q8NER1; TRPV1-expressing cells, Fluo-8 calcium influx, agonist mode; activation, % at 8.33 µM; 320,000 tested, 0.19% active; in the data active means activation above about 80%; inconclusive means between about 30% and that limit; further: 0% is about no effect
# Target sequence (Q8NER1 whole entry, looked up): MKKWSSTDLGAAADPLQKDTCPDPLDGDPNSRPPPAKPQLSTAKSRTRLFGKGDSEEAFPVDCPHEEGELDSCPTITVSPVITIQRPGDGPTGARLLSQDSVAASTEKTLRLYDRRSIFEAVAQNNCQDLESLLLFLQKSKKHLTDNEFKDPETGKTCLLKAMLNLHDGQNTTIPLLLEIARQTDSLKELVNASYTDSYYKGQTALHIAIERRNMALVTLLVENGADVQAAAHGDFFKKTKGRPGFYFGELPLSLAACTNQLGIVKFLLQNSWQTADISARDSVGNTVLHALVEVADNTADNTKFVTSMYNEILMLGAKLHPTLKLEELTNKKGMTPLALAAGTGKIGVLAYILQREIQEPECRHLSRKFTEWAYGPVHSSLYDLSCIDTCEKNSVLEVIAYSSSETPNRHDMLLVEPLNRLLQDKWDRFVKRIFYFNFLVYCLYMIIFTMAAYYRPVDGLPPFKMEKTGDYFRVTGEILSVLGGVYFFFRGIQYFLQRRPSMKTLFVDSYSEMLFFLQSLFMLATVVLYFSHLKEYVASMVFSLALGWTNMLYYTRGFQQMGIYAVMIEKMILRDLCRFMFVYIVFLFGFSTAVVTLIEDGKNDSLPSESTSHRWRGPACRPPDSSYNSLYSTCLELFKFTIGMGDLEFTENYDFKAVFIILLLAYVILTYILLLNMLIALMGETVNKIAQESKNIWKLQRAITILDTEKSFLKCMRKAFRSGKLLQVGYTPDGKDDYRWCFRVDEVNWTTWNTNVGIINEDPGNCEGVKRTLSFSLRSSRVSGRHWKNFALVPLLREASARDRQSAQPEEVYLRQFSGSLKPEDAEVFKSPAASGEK
#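 TRPV1-expressing cells were cultured overnight at 35.5C and loaded with Fluo-8 calcium dye for 40 to 90 min at room temperature. After a 10 s baseline, compound was added and calcium influx was read kinetically for 3 min (ex 480/em 520 nm).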
# GALK inh = galactokinase (human) inhibition; Purified GALK, Kinase-Glo residual ATP luminescence; P51570; Potency, µM (series often up to 57.5 µM), without a hit: at the highest dose activity change, negative = inhibition, hits mostly inhibitors; 270,000 tested, 0.007% active; further: potency means the concentration at half of the fitted maximal effect; on the % scale 0 is the no-effect control and ±100 the full control effect
#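 Luminescence from leftover ATP (Ultra-Glo luciferase/luciferin) served as read-out after a 1 h room-temperature reaction of 5 nM GALK with 35 uM ATP and 100 uM galactose.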
# MLL CXXC-DNA inh = MLL CXXC-DNA interaction inhibition. AID 2662. Q03164. MLL-CXXC / FITC-HOXA9 DNA fluorescence polarization. 290,000 tested, 0.037% active. Potency, µM (highest dose often 115 µM), without a hit: top-dose activity change, negative = inhibition, hits mostly inhibitors; active means well fitted inhibition curve with a large enough effect in the polarisation, with a control signal flat, not every such curve was filed as active; inconclusive means small, poorly fitted or top-dose-only effect, or effect the other way, or a change in a side signal; inactive means no such curve, though single readings can be large or run the other way; the % refers to the polarisation; further: potency means the concentration at half of the fitted maximal effect
#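 Purified MLL-CXXC (added from a 7 uM solution) was preincubated 5 min at ambient with pinned compounds in 50 mM Tris-HCl pH 7.5, 50 mM NaCl, 1 mM DTT, 0.05% BSA. Fluorescein-labeled HOX-A9 DNA (50 nM solution) followed, 30 min, then polarization read.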
# S-ASM inh = blocks human secretory acid sphingomyelinase; P17405; Potency, µM (series often up to 57.5 µM), for the others: at the highest dose activity change, negative = inhibition, usual class: inhibitors; placental ASM, HMU-PC fluorogenic substrate, 60 min; 340,000 tested, 0.006% active; further: potency means the concentration at half of the fitted maximal effect
#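 Fluorogenic HMU-PC substrate (9 uM final) is turned over by placental ASM in 60 min at 37 C after a 10 min compound preincubation. Reaction ended by alkaline stop (pH 10), with fluorescence read at 386/447 nm.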
# Active calls of the source: *; ? = inconclusive; · = not tested or not shown; [ ] = dose if it differs, or a comment. Unless noted, the call rests on the fitted dose curve; in most records, active means well fitted curve in the direction sought with a large enough effect; inconclusive means small, poorly fitted or top-dose-only effect, or another doubt; inactive means no such curve, though single readings can be large; an effect the other way counts as inactive or inconclusive.
SMILES,AT treatment,Coupling enz,hERG WT inh,MBNL1-CUG inh,KCNH2 3.1 block,Integrin act MD,TRPV1 agonist,GALK inh,MLL CXXC-DNA inh,S-ASM inh
COc1ccc(/C=C(/NC(=O)c2ccccc2)C(=O)N2CCCCC2)cc1,2.7%,·,8.9,3.1%,6.2,19.9%,-0.5,3.0%,7.7%,1.2%
COc1ccc(NC(=O)Cn2nnc(C(=O)NCc3cccs3)c2N)cc1Cl,2.7%,0.9,0.7,-3.4%,-3.6,-23.6%,0.6,-2.3%,7.5%,-1.0%
CCOc1ccc(N2CC(C(=O)NCCN3C(=O)S/C(=C/c4cccnc4)C3=O)CC2=O)cc1 (configuration not stated),0.4%,·,-0.2,·,0.4,-4.4%,-0.8,·,·,·
O=C(C1CC1)N1CCN(C(c2ccccc2)c2ccccc2)CC1,3.3%,4.9,3.8,1.2%,-9.8,25.5%,?,-1.4%,-9.3%,4.3%
COc1cccc(-c2cc(C(F)(F)F)nc(N3CCCCC3)n2)c1,10.1%,-0.8,-1.6,-4.7%,-0.1,17.9%,-1.5,-1.6%,3.0%,23.3%
Cc1ccc(NC(=O)CCNS(=O)(=O)c2cccs2)cc1F,2.7%,0.7,15.5,-0.7%,-14.0,-8.7%,-2.1,-2.6%,-1.2%,-0.6%
O=Cc1ccc(-c2ccc(F)cc2)o1,-3.5%,-0.6,-3.7,?,1.1,36.0%,-2.4,6.1%,-2.3%,0.0%
CCN(CC)CCNC(=O)c1cc(-c2cccnc2)nc2ccc(S(=O)(=O)N3CCC(C)CC3)cc12,-1.5%,·,2.0,2.1%,-12.4,2.0%,-1.6,1.5%,-1.2%,-4.7%
Cc1ccc(NC(=O)C(C)c2ccc([N+](=O)[O-])cc2)cc1Cl (configuration not stated),4.4%,-0.6,0.5,9.3%,-9.9,-4.3%,19.3,-0.9%,2.0%,-12.2%
CC(=O)Nc1cc2nc(C)n(Cc3ccc([N+](=O)[O-])cc3)c2nc1C,1.3%,-0.5,-2.6,?,-3.4,6.0%,0.4,7.5%,-10.3%,-1.5%
Cc1ccccc1NC(=O)CCS(=O)(=O)c1cccc2nonc12,9.7%,-2.3,-4.7,?,11.6,-14.4%,-3.0,-2.4%,46.0%[activator],0.3%
COc1cc(C(=O)NC(C)c2cccc3ccccc23)cc(OC)c1OC (configuration not stated),14.6%,4.9,-0.5,7.1%,-2.7,-4.4%,0.5,-5.9%,-6.2%,-0.4%
COc1ccc(Oc2nc(SC)nc3ccsc23)cc1,-2.0%,0.9,-6.7,32.3%[activator],-11.7,-29.9%,·,-7.1%,1.5%,-7.0%
COc1ccccc1C(=O)NNC(=O)c1cccc([N+](=O)[O-])c1,3.5%,-0.1,-21.5,?,8.4,?,-1.1,0.3%,-0.3%,1.5%
O=C1c2cccnc2C(=O)N1Cc1ccc(S(=O)(=O)N2CCOc3ccc(Cl)cc32)cc1,-12.7%,·,5.9,14.7%,-27.6,8.2%,-2.0,2.8%,-4.1%,-6.8%
CCN(CC)C(=O)c1sc(NC(=O)c2cccs2)c(C#N)c1C,6.4%,0.5,-8.8,24.9%,0.2,?,6.7,0.4%,-5.3%,-0.4%
CCNc1ccccc1C(=O)O,-0.5%,-0.5,4.8,·,5.4,-17.3%,0.9,-0.2%,-12.7%,67.9%[activator]
CC1CCN(CCCNC(=O)c2cn(C)c3ccc(S(=O)(=O)N4CCCC4)cc3c2=O)CC1,-4.1%,-0.4,-0.9,-5.2%,0.9,-3.7%[7.66 µM],-3.0,-0.4%,1.4%,-3.6%
O=C(CSC1=NCCS1)Nc1ccc(F)cc1,2.4%,-0.3,-4.6,-5.8%,?,?,2.8,-0.2%,19.4%,-0.7%
O=C1NCN(C2CCCCC2)CN1,·,·,3.2,·,-8.2,17.1%,·,·,·,0.5%
Cc1cc2c(cc1C)NC1(C[C@H]3CCC(=O)N4CC[C@@H](C1)[C@@H]34)C(=NC(C)(C)CC(C)(C)C)N2 (some centres not stated),·,·,14.6,·,-21.3,14.7%,·,·,·,2.5%
Cc1ccc(-n2nnc3c(=O)n(CC(=O)OCc4ccccc4)cnc32)cc1,6.8%,4.4,11.7,0.2%,4.7,18.2%,-3.0,-0.9%,3.5%,-9.9%
COc1ccc(S(=O)(=O)NCc2nc3nc(C)cc(C)n3n2)cc1,·,·,-18.6,·,2.5,-9.5%,·,·,·,-3.7%
S=C(NCCCN1CCOCC1)Nc1ccc(Cl)c(Cl)c1,7.8%,0.2,-6.2,-14.5%,-1.0,-36.6%,3.5,0.1%,-1.1%,1.7%
Cc1ccc(C)c(NC(=O)c2sc(Cl)nc2C)c1,0.6%,0.5,-4.7,·,-0.4,-29.9%,11.4,0.4%,25.6%,3.6%
NC(=O)c1nnsc1Sc1c(C(N)=O)nnn1-c1cccc(N)c1,-8.2%,0.7,·,0.1%,11.9,0.0%,0.9,-1.5%,8.6%,-1.3%
COc1cc(/C=N/NC(=O)c2ccncc2)ccc1OC(=O)c1ccco1,12.3%,2.2,-0.3,19.1%,-5.3,11.3%,3.8,4.9%,67.7%[activator],3.5%
O=C(c1cccs1)N1CCCC(c2nc3c(nnn3Cc3c(Cl)cccc3Cl)c(=O)[nH]2)C1 (configuration not stated),-6.9%,1.2,-0.2,-2.4%,0.9,11.4%,5.2,3.5%,9.2%,-4.8%
COc1ccc(N2C(=O)c3ccccc3C2O)cc1 (configuration not stated),9.6%,3.5,14.4,-10.9%,40.5,-24.9%,0.9,6.9%,1.6%,-2.2%
Cc1cccc(CNC(=O)c2ccc3c(c2)N(C)CCS3)c1,6.7%,-4.2,-1.0,2.5%,0.7,21.7%,19.8,·,·,399.8%[activator]
COc1cc(/C=C/C(=O)N2c3ccccc3Sc3ccc(C(F)(F)F)cc32)cc(OC)c1OC,0.3%,10.1,-0.6,·,-2.4,-29.2%,-3.3,0.4%,-3.8%,-4.0%
CC(c1ccccc1)N(C)CC(=O)NC(=O)NCCC1=CCCCC1 (configuration not stated),2.4%,·,-17.4,·,-13.4,12.9%,8.0,·,·,0.0%
N#Cc1cc2nc(O)c(O)nc2cc1[N+](=O)[O-],-7.3%,10.0,-3.7,?,9.9,·,0.8,·,-6.0%,-10.7%
CCCCN1C(=O)NC(c2ccc(OC)cc2)C(C(=O)OCc2ccccc2)=C1C (configuration not stated),4.3%,0.6,-6.4,-10.5%,-2.4,-6.5%,29.7,·,0.3%,-11.1%
CS(=O)(=O)N(CC(=O)Nc1cccc(Cl)c1)c1ccccc1Cl,·,-0.9,0.6,4.5%,-10.9,-20.8%,?,3.1%,16.3%,-5.0%
C#CCOCCOCCOCCNc1nc(N2CCN(C(=O)[C@H]([C@@H](C)CC)n3cc([C@@H](N)CO)nn3)CC2)nc(N2CCN(C(=O)[C@H](Cc3cc4ccccc4[nH]3)n3cc([C@@H](N)Cc4ccc(O)cc4)nn3)CC2)n1,-12.9%,0.5,·,-4.7%,·,·,0.4,-1.5%,18.4%,·
CCOc1ccc(C2C(C#N)=C(N)N(N(C)C)C3=C2C(=O)CCC3)cc1 (configuration not stated),0.1%,-0.2,13.7,5.0%,-0.2,-19.6%,-2.3,-0.5%,-3.0%,-0.5%
COC(=O)c1ccc(C)c(NC(=O)CCc2ccc(OC)c(OC)c2)c1,-1.3%,3.2,-15.5,1.7%,-13.4,7.7%,0.9,·,1.0%,9.1%
COCCNC(=O)Cc1c(C)c2c(cc(C)c3c(C(C)(C)C)coc32)oc1=O,-4.5%,-1.4,10.6,?,0.7,-50.7%[inhibitor],?,-2.9%,7.4%,-1.4%
Oc1c(Br)cc(C2N=C(c3ccccc3Cl)NO2)cc1Br (configuration not stated),5.6%,3.2,2.0,5.4%,2.3,3.9%,2.2,-4.9%,-5.4%,-2.6%
O=C(O)CCN1C(=O)CC(N2C(=O)/C(=C/c3ccc(Cl)cc3)SC2=S)C1=O (configuration not stated),12.4%,4.9,-1.5,?,-1.1,-39.3%,1.9,-5.2%,-16.0%,-1.5%
Cc1nn(Cc2noc(C(=O)NCc3ccc(F)cc3)n2)c(C)c1Br,-4.4%,6.0,1.9,·,9.1,22.4%,?,9.4%,4.3%,-0.5%
O=C(COc1ccc(Cl)cc1)Nc1ccc(Cc2ccncc2)cc1,7.9%,-2.4,3.8,12.1%,0.6,0.0%,?,1.1%,4.2%,4.6%
COc1cc(N2C(=O)c3ccccc3C2=O)c(Cl)cc1C(=O)OCC(=O)N(C)C,10.5%,-1.7,-29.3,7.9%,-0.3,13.0%,3.4,-0.1%,10.8%,-0.7%
